From PubChem
PAD4 FP inh: human PAD4 inhibitors, primary screen, biochemical, fluorescence polarization, 1536-well format | AID 485272, 2010 | recombinant PAD4, RCA probe fluorescence polarization | actives 0.41% (n = 330,000) | inhibition, % at 6.36 µM | Protein-arginine deiminase type-4 (Homo sapiens), Q9UM07;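 active = percent inhibition above a cutoff equal to the mean of all tested compounds plus 3 SD, cut at about 15% in these data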;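 also: 0% = PAD4 with RCA probe and DMSO and 100% = probe without PAD4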
Target sequence (Q9UM07 whole entry, looked up): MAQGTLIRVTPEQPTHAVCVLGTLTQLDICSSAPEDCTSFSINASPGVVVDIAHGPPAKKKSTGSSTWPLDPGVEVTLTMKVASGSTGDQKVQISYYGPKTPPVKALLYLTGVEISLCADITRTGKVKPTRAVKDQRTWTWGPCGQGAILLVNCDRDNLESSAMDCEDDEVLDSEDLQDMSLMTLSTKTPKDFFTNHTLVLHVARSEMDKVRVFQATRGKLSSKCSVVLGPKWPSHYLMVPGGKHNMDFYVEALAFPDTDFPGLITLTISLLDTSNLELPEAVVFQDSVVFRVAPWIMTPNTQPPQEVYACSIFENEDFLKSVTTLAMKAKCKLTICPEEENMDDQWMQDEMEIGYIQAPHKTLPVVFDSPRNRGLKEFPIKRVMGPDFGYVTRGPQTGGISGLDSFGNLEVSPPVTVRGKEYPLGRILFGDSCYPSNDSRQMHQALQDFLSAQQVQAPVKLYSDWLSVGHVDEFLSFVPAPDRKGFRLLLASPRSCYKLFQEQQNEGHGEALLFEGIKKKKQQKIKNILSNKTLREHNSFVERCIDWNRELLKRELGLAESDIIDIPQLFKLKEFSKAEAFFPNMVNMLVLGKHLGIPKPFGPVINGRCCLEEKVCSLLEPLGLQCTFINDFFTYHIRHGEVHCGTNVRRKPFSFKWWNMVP
LYPLA1 counter: LYPLA1 inhibitors, primary screen, counter-screen for PME1 inhibitor project, biochemical, fluorescence polarization, FP-Rh probe ABPP; Acyl-protein thioesterase 1 (Homo sapiens), O75608; recombinant LYPLA1; inhibition, % at 5.9 µM; actives 0.16% (n = 320,000); AID 2174, 2009;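 active = inhibition above the mean of all tested compounds plus 3 SD, set per campaign, cut at about 14% in these data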;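 also: inhibitors block serine hydrolase probe labeling of LYPLA1 so polarization falls; 0% = enzyme with DMSO and 100% = wells lacking LYPLA1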
pPAFAH inh: pPAFAH enzyme inhibitors, primary screen, biochemical, fluorescence polarization, human; Platelet-activating factor acetylhydrolase (Homo sapiens), Q13093; recombinant pPAFAH, FP-rhodamine probe fluorescence polarization; inhibition, % at 3.39 µM; actives 1.5% (n = 330,000); AID 463082, 2010;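 active = inhibition above the mean inhibition across the screen plus 3 SD, cut at about 25% in these data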;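 also: inhibitors block binding of the rhodamine activity-based probe so polarization drops; 0% = enzyme with DMSO and 100% = wells lacking pPAFAH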
PAFAH1B2 FP inh: PAFAH1B2 enzyme inhibitors, primary screen, biochemical, fluorescence polarization, human | recombinant PAFAH1B2, FP-rhodamine activity probe | inhibition, % at 3.39 µM | actives 1.2% (n = 340,000);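 active = inhibition above the mean of all tested compounds plus 3 SD, cut at about 24% in these data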;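 also: 0% = enzyme with DMSO and 100% = wells lacking PAFAH1B2; many of its hits are not listed in these tables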
PME-1 inh: PME-1 inhibitors via competitive probe labeling, primary screen, biochemical, fluorescence polarization, FP-Rh probe, HTS; Protein phosphatase methylesterase 1 (Homo sapiens), Q9Y570; AID 2130, 2009; recombinant PME-1; actives 0.53% (n = 320,000); inhibition, % at 5.9 µM;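 active = inhibition above the campaign mean of all compounds plus 3 SD, cut at about 26% in these data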;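 also: competitive labeling of PME-1 active site by serine hydrolase directed probe; 0% = PME-1 with DMSO and 100% = wells lacking PME-1 enzyme; inhibitors block probe labeling so polarization falls and inhibition rises; many of its hits are not listed in these tables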
LYPLA2 counter: LYPLA2 inhibitors, primary screen, counter-screen for PME1 inhibitor project, biochemical, fluorescence polarization, FP-Rh probe ABPP. Acyl-protein thioesterase 2 (Homo sapiens), O95372. actives 0.38% (n = 320,000). recombinant LYPLA2. inhibition, % at 5.9 µM. AID 2177, 2009;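 active = inhibition above the screen-wide mean plus 3 SD, limit set per campaign, cut at about 26% in these data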;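 also: 0% = LYPLA2 with DMSO and 100% = wells lacking LYPLA2 enzyme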
GSTO1 inh: inhibitors of recombinant GSTO1, primary screen, counter-screen for RBBP9 inhibitor project, biochemical, fluorescence polarization | Glutathione S-transferase omega-1 (Homo sapiens), P78417 | AID 1974, 2009 | activity-based probe fluorescence polarization | actives 1.1% (n = 300,000) | inhibition, % at 5.96 µM;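 active = inhibition above the campaign mean inhibition plus 3 SD, cut at about 35% in these data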;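 also: 0% = GSTO1-1 with DMSO and 100% = wells lacking GSTO1-1 enzyme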
Target sequence (P78417 whole entry, looked up): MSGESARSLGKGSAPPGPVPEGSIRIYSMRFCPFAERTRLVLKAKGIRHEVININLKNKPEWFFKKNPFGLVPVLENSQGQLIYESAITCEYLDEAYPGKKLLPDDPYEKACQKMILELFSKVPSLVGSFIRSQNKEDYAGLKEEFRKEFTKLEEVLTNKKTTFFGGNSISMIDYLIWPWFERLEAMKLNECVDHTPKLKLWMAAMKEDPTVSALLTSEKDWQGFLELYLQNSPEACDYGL
PAFAH1B3 FP inh: PAFAH1B3 enzyme inhibitors, primary screen, biochemical, fluorescence polarization, human. inhibition, % at 3.39 µM. Platelet-activating factor acetylhydrolase IB subunit alpha1 (Homo sapiens), Q15102. actives 0.28% (n = 340,000). recombinant PAFAH1B3, FP-rhodamine probe. AID 492972, 2010;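 active = inhibition above the screen-wide average of all tested compounds plus 3 SD, cut at about 25% in these data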;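 also: 0% = enzyme with DMSO only and 100% = wells lacking PAFAH1B3 protein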
PAFAH2 FP inh: PAFAH2 enzyme inhibitors, primary screen, biochemical, fluorescence polarization, human; Platelet-activating factor acetylhydrolase 2, cytoplasmic (Homo sapiens), Q99487; recombinant PAFAH2, FP-rhodamine activity probe; inhibition, % at 3.39 µM; actives 0.99% (n = 340,000); AID 492956, 2010;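 active = inhibition above the mean over all tested compounds plus 3 SD, cut at about 30% in these data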;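 also: inhibitors block probe labeling of enzyme so polarization drops; 0% = enzyme with DMSO and 100% = wells lacking PAFAH2 protein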
* = called active by the depositor; nt = no result given. An excerpt (hit frequency here may not be typical).

item	structure	PAD4 FP inh	LYPLA1 counter	pPAFAH inh	PAFAH1B2 FP inh	PME-1 inh	LYPLA2 counter	GSTO1 inh	PAFAH1B3 FP inh	PAFAH2 FP inh
1	CC1CN(C(=O)CSc2nnc3c(Cl)cc(Cl)cn23)CC(C)O1 (stereo not given)	0.9	-0.8	2.0	-2.5	3.0	3.8	-1.2	-2.3	-1.4
2	COc1ccc(S(=O)(=O)N2CCC(C(=O)N[C@@H](C)C(=O)NC3CC3)CC2)cc1	-0.7	-2.2	6.5	2.4	2.5	-6.5	1.1	3.0	3.5
3	CCOc1ccc(Nc2c3ccccc3nc3ccccc23)cc1	-0.6	0.2	3.8	-2.0	-56.0	-2.9	4.8	1.1	-0.4
4	COc1ccc(C(=O)NC(CC(C)C)C(=O)O)cc1OC (stereo not given)	-2.3	-1.6	4.2	10.6	8.3	3.9	-3.6	7.3	-3.2
5	O=C(COC(=O)CSc1ccc2ccccc2c1)NCc1ccc2c(c1)OCO2	0.7	-1.1	23.4	16.0	-1.1	5.3	7.4	3.6	0.8
6	Cn1cnnc1SC(C(=O)Nc1cc(Cl)cc(Cl)c1)c1ccccc1 (stereo not given)	1.6	-8.5	-7.5	3.3	-7.1	0.1	-7.3	-6.0	-6.5
7	O=C(Cn1cc(C(=O)C2CC2)c2ccccc21)NCc1ccccc1	-1.9	3.0	-3.5	4.7	3.8	2.8	2.2	3.7	0.3
8	Cc1ccc(NC(=O)c2cc(=O)[nH]c3ccccc23)cc1	-1.6	-1.0	3.8	0.1	-1.8	3.8	-1.2	0.0	6.5
9	CC(CN1CCCCC1)OC(=O)c1ccc2c(c1)OCCO2 (stereo not given)	0.7	-1.5	1.7	5.8	-5.2	-3.5	-1.2	-1.6	1.6
10	CC/C(C)=N\N=C\c1c(O)n(CC)c2cc(C3=NNC(=O)CC3)ccc12	-6.4	-0.8	-3.2	2.4	10.6	-6.0	10.2	-0.2	-6.6
11	CCc1nn(-c2cc(Cl)ccc2OC)c2c1C(=O)CCC2	-7.1	0.2	1.7	4.3	2.4	0.0	4.3	0.9	-0.3
12	CC1=N/C(=C\c2ccc(OC(C)C)cc2)C(=O)N1c1ccc(C(=O)O)cc1	-2.9	0.9	-1.4	-1.9	-2.6	-2.9	2.3	3.0	0.5
13	COc1ccc(C(=O)NC(=S)NC(C)C)cc1Br	-2.7	-0.7	0.1	1.0	1.8	2.2	0.6	-0.6	-2.3
14	O=C(O)CN(c1ccc2c(c1)OCCO2)S(=O)(=O)c1ccccc1	-1.9	0.6	0.6	-1.6	1.3	-3.5	-4.7	8.4	0.7
15	CN(C)CCNC(=S)Nc1ccc(Cl)cc1	-4.0	0.8	2.3	0.1	-4.7	3.6	-0.1	-6.7	4.0
16	C=CCOc1ccc(C(=O)n2cc(C(=O)OC)c3ccccc32)cc1	-0.5	-1.6	3.9	6.0	1.6	0.9	2.8	10.3	19.4
17	O=C(NCCCN1CCCC1=O)c1cc2nc(-c3ccco3)cc(C(F)(F)F)n2n1	1.4	-1.9	9.2	1.1	-8.3	-12.8	9.6	11.3	0.1
18	COc1ccc([N+](=O)[O-])cc1NC(=O)COC(=O)c1ccccc1O	-5.0	1.4	2.5	2.1	-7.7	3.7	4.3	11.8	-12.2
19	Cc1ccc(SCC(=O)OCC(=O)NCC2CCCCC2)cc1C	-2.7	-2.6	13.3	1.1	-5.5	3.1	13.7	-2.2	-4.3
20	COc1ccccc1Nc1nnc(C)c(=O)[nH]1	-3.6	3.7	3.9	2.5	-5.7	5.0	2.9	9.6	-2.0
21	Cc1ccc2nc(-c3ccccc3Cl)cc(C(=O)Nc3cc(C)on3)c2c1	0.3	-5.1	7.5	-1.2	-12.9	0.3	-9.7	-2.0	-1.7
22	COc1ccc(C(=O)COC(=O)c2cnc(C)cn2)cc1OC	-2.4	-0.3	4.7	-3.3	-0.1	8.1	nt	-1.6	-0.2
23	CC(C)c1ccc(/C=N/N2CCN(c3ccccn3)CC2)cc1	3.7	1.9	5.7	-1.3	1.2	7.2	10.0	13.1	1.5
24	O=Nc1c(O)n(Cc2ccccc2)c2ccccc12	-4.1	-5.6	-6.8	-6.7	-44.9	-4.7	-5.9	-13.9	-17.7
25	CN(C)CCCNC(=O)c1ccc(=O)[nH]n1	-0.3	-0.7	6.1	6.3	2.7	-1.4	0.0	1.5	-1.0
26	Cc1ccc(NC(=O)CC2NCCN(Cc3ccccc3)C2=O)cc1 (stereo not given)	-2.3	-0.1	-6.8	nt	-3.5	-1.4	-6.6	nt	nt
27	Cc1c(C(=O)NCCSCc2ccc(Cl)cc2Cl)cccc1[N+](=O)[O-]	1.3	-8.8	9.3	12.0	5.1	-1.6	-10.0	-1.7	1.7
28	CC1CC(=O)Nc2ccccc2N1S(=O)(=O)c1ccc(Cl)cc1 (stereo not given)	-1.2	-2.5	0.9	8.8	-1.2	-2.7	3.9	2.2	-4.6
29	COc1ccc(C(=O)OCC(=O)N2CCN(C(=O)c3ccco3)CC2)cc1OC	6.1	nt	2.8	-4.3	nt	nt	nt	2.9	-0.8
30	N#CCCC(CCC#N)C1=NCCc2ccccc21	0.4	4.9	3.2	0.0	-2.0	0.0	4.7	0.7	0.8
31	O=S(=O)(NCc1ccccn1)c1cc(Cl)ccc1Cl	-1.9	1.8	9.4	1.9	2.0	4.2	-2.8	-4.9	-3.5
32	CSc1nc(-c2ccccc2)ccc1C(N)=O	-0.3	-3.2	3.0	2.1	3.9	-0.7	2.1	2.5	7.4
33	C=CCn1c(O)c2ccc(C(=O)N=NC(=O)COc3ccccc3F)cc2c1O	1.8	0.7	-7.0	2.5	-5.2	-3.0	-3.5	8.2	0.1
34	C/C(=N\Nc1nc(C)cc(-c2ccccc2)n1)c1ccc(F)cc1	2.5	0.8	2.8	-0.7	6.1	7.1	0.7	6.1	0.2
35	CCC(C)N(NC(C)=O)c1nc(Cl)nc(NC(C)C)n1 (stereo not given)	-4.5	-5.8	-5.1	-0.1	-1.6	-8.4	1.1	9.2	-3.0
36	O=C(O)/C=C/c1cnc[nH]1	-0.1	0.4	0.7	4.8	-2.9	3.2	1.9	5.9	3.0
37	O=C(O)CNC(=O)CCn1nnc2ccccc2c1=O	-4.0	1.9	1.2	4.7	7.2	5.4	4.5	1.3	-3.6
38	CCOC(=O)C1=C(CC)Nc2ccccc2N=C1NC(=O)c1cc(C)on1	1.7	-1.0	0.2	5.2	0.7	-0.9	nt	-1.1	-4.2
39	CCC(=O)NNC(=S)NC(=O)c1ccc(C)cc1	4.8	0.3	0.4	-0.6	0.6	2.5	-4.7	9.3	1.0
40	N#Cc1ccccc1S(=O)(=O)N1CCN(CC(O)CN2CCOCC2)CC1 (stereo not given)	-1.4	4.2	-1.2	5.9	1.6	3.8	nt	7.2	0.0

The last three records of the part before are carried over, then new ones follow.
item	structure	PAD4 FP inh	LYPLA1 counter	pPAFAH inh	PAFAH1B2 FP inh	PME-1 inh	LYPLA2 counter	GSTO1 inh	PAFAH1B3 FP inh	PAFAH2 FP inh
38	CCOC(=O)C1=C(CC)Nc2ccccc2N=C1NC(=O)c1cc(C)on1	1.7	-1.0	0.2	5.2	0.7	-0.9	nt	-1.1	-4.2
39	CCC(=O)NNC(=S)NC(=O)c1ccc(C)cc1	4.8	0.3	0.4	-0.6	0.6	2.5	-4.7	9.3	1.0
40	N#Cc1ccccc1S(=O)(=O)N1CCN(CC(O)CN2CCOCC2)CC1 (stereo not given)	-1.4	4.2	-1.2	5.9	1.6	3.8	nt	7.2	0.0
41	CC(C)Cc1cc(C(=O)Nc2c(F)cc(F)cc2Br)no1	5.1	-1.6	5.7	-1.0	1.4	4.3	7.7	-1.9	-3.6
42	O=C(Nc1nc2ccccc2s1)Nc1ccc(F)cc1F	1.6	-7.9	-3.0	1.4	-27.3	-15.0	-5.5	-2.3	-12.8
43	COCCCn1c(Cc2csc(Nc3cccc(Cl)c3)n2)nnc1SCC(=O)OC1CCCCC1	0.2	-1.6	15.8	1.2	-0.9	2.9	9.2	1.4	0.4
44	CCc1ccc(C(=O)C(C)OC(=O)Cn2[nH]c(=O)c3ccccc3c2=O)cc1 (stereo not given)	1.6	-1.7	-0.9	-0.1	3.0	0.7	nt	1.6	-1.5
45	O=C(Cn1cc([N+](=O)[O-])cn1)NCC1CCCO1 (stereo not given)	-0.1	1.5	4.3	0.2	1.4	-3.1	2.1	2.8	-8.3
46	Cc1cc(C(=O)CSc2nnnn2-c2ccc(Cl)cc2)c(C)n1CC1CCCO1 (stereo not given)	1.9	-0.7	4.6	-0.5	-4.9	-0.2	4.7	-8.4	1.7
47	O=C(CSc1ccc2ccccc2n1)NCc1ccc2c(c1)OCO2	1.2	-4.2	5.6	3.3	-1.4	-4.5	1.2	2.7	4.8
48	Cc1ccc(CN2CCN(Cc3cnc(C)[nH]3)CC2CCO)cc1 (stereo not given)	1.6	-3.2	-3.1	2.1	-2.9	-11.4	5.6	5.8	-1.1
49	CCN1CCN(CC2CC3C=CC2C3)CC1 (stereo not given)	-0.2	-4.6	-6.7	2.1	2.6	-0.7	4.9	8.3	4.7
50	CSc1nnc(SCc2nc3sc(C(=O)O)c(C)c3c(=O)[nH]2)s1	-7.0	-1.9	49.9*	14.7	-20.8	-0.2	32.3	20.8	6.8
51	CC1CCc2c(sc(NC(=O)c3ccc(Cn4cc(Br)cn4)o3)c2C(N)=O)C1 (stereo not given)	-12.0	0.5	-2.3	-9.8	-5.8	-3.4	-4.4	-13.9	-3.5
52	Cn1c(SCCc2ccc([N+](=O)[O-])cc2)nccc1=O	4.1	-0.9	-6.1	3.6	-0.9	6.0	1.0	2.4	9.4
53	Cc1ccc(CN2CCN(/N=C/c3sccc3C)CC2)c(C)c1	2.9	-0.3	1.7	6.5	1.3	6.7	2.2	5.9	5.4
54	CCOC(=O)NC(=O)CSc1nnc(C)s1	0.2	3.0	3.6	-1.1	-2.5	2.3	1.9	-0.3	1.5
55	Cc1c(C#N)c2ccccc2n1CC(=O)N1CCc2ccccc2C1	-4.1	4.2	9.0	4.0	4.4	1.6	1.6	5.7	-1.1
56	COc1ccc(NC(=O)CSCC(=O)N2CCN(C(=O)c3ccco3)CC2)cc1	-2.8	0.2	0.0	6.8	4.2	2.1	nt	1.6	-0.6
